High-throughput results deposited in PubChem by National Center for Advancing Translational Sciences (NCATS).
Apoferritin bind – binds horse apoferritin like a general anesthetic; apoferritin/1-aminoanthracene competitive binding, fluorescence; P02791; AID 485281; 350,000 compounds, 0.074% hits; Potency, µM (top dose mostly 77.5 µM), for the others: top-dose activity change, negative = displacement, hits mostly inhibitors; further: potency means the concentration at half of the fitted maximal effect; on the % scale 0 is the no-effect control and ±100 the full control effect; nearly all actives have a fitted effect of over 20% in size
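Probe: 1-aminoanthracene (50% saturated, PBS). Protein: horse-spleen apoferritin, 10 uM. Incubation: 10 min, room temperature. Detection: 380 nm excitation, 535 nm emission. Analysis: normalized response, four-parameter Hill.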
BLM helicase inh – blocks DNA unwinding by human BLM helicase | P54132 | recombinant BLM DNA unwinding, fluorescence dequenching | Potency, µM (highest dose often 56.1 µM), inactives show at the highest dose activity change, negative = inhibition, hits mostly inhibitors | 350,000 compounds, 0.2% hits | AID 2528;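 further: potency means the concentration at half of the fitted maximal effect; plate controls were vehicle for no effect and no enzyme for full effect; nearly all actives have a fitted effect of over 35% in size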
Target sequence (P54132 whole entry, looked up): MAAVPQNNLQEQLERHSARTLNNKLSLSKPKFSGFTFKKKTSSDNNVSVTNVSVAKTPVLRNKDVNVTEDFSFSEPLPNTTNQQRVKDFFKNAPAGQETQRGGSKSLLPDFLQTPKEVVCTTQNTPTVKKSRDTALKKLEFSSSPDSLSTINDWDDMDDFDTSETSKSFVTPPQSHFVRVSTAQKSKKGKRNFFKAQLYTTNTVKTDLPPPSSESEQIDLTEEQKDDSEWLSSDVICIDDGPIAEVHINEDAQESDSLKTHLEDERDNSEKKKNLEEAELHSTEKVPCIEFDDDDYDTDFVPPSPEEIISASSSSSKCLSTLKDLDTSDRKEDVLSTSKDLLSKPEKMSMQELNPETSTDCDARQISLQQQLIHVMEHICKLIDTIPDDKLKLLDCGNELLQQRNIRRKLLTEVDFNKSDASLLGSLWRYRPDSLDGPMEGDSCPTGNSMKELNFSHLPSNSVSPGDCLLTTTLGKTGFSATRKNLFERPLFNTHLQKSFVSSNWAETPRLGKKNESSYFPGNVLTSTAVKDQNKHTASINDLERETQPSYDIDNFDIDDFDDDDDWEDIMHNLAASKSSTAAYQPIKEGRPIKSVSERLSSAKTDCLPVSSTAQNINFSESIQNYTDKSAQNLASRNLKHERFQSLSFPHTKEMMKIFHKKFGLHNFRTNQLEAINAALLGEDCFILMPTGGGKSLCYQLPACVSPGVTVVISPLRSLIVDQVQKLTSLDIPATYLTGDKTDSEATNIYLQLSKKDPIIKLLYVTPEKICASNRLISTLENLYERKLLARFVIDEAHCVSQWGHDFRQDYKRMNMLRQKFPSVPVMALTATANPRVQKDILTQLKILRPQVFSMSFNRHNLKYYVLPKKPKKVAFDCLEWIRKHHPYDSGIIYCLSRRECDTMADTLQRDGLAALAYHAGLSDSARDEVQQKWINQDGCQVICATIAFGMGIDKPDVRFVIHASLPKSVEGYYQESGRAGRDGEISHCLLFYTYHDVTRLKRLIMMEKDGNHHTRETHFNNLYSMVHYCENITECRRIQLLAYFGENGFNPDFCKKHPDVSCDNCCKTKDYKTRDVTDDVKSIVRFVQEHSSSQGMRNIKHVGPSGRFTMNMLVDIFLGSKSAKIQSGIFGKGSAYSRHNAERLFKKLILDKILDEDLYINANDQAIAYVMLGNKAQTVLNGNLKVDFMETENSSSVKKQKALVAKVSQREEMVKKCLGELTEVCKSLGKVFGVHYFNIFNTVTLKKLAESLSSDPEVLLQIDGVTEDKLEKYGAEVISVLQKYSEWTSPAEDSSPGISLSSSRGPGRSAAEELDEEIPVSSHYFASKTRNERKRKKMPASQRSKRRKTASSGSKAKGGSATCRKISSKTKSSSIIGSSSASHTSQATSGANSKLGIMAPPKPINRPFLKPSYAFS
POLB inh – DNA polymerase beta (human) inhibition | P06746 | Pol beta primer extension/strand displacement, fluorescence kinetic | Potency, µM (titrated, usually from 114 µM), for the others: at the highest dose activity change, negative = inhibition, actives largely listed as inhibitors | 340,000 compounds, 1.3% hits | AID 485314; further: potency means the concentration at half of the fitted maximal effect; on the % scale 0 is the no-effect control and ±100 the full control effect
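Curves were derived by four-parameter Hill fits of normalized qHTS data. The kinetic fluorescent primer-extension read was taken at 0 and 10 min after 50 nM substrate, following a 15 min room-temperature preincubation of 10 nM enzyme with compounds.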
RXFP1 antagonist – RXFP1 (human) relaxin receptor antagonism | HEK293-RXFP1, relaxin-stimulated cAMP HTRF, 30 min; active compounds read low | activity change, negative = inhibition, % at 57.5 µM | 350,000 compounds, 0.59% hits | AID 1259400;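 active means activity change of -60% or lower, but not beyond a set lower limit; inconclusive means change between -60% and -40%, or beyond the set limit; inactive means change above -40%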; further: on the % scale 0 is the no-effect control and ±100 the full control effect
POLI inh – DNA polymerase iota (human) inhibition; Pol iota fluorescent replication assay, 10 min; AID 588590; Q9UNA4; Potency, µM (series often up to 115 µM), without a hit: top-dose activity, negative = inhibition, actives largely listed as inhibitors; 390,000 compounds, 1% hits; further: potency means the concentration at half of the fitted maximal effect
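Pol iota at 10 nM preincubated 15 min with compounds at room temperature; reaction started with fluorescent substrate, 50 nM final. Fluorescence read kinetically at 0 and 10 min; buffer-only wells as negative control.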
POLK inh – inhibitors of human DNA polymerase kappa; purified Pol kappa, fluorescent DNA synthesis assay, 10 min; Potency, µM (highest dose often 107 µM), for the others: at the highest dose activity, negative = inhibition, actives largely listed as inhibitors; 400,000 compounds, 0.53% hits; further: potency means the concentration at half of the fitted maximal effect; on the % scale 0 is the no-effect control and ±100 the full control effect
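First, compounds were pin-transferred onto 10 nM Pol kappa. After 15 min at room temperature, substrate was added to 50 nM final. Fluorescence was then measured kinetically at 0 and 10 min.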
PGK inhibitor – inhibitors of T. brucei phosphoglycerate kinase; AID 602233; 380,000 compounds, 0.043% hits; Potency, µM (highest dose often 57.5 µM), for the others: at the top dose activity change, negative = inhibition, hits mostly inhibitors; P07378; PGK/GAPDH coupled, Kinase-Glo luminescence, 60 min; further: potency means the concentration at half of the fitted maximal effect; on the % scale 0 is the no-effect control and ±100 the full control effect; nearly all actives have a fitted effect of over 60% in size
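Recombinant glycosomal PGK reaction used 1,3-bisphosphoglycerate generated in-well by GAPDH (100nM final) in 100mM TEA pH 7.6, 5mM MgCl2, 0.01% Tween-20. After 60 minutes at room temperature, ATP was read by Kinase-Glo Plus luminescence end-point.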
APE1 inh – blocks human APE1 abasic DNA cleavage; Potency, µM (top dose mostly 65.8 µM), for the others: top-dose activity change, negative = inhibition, most hits filed as inhibitors; recombinant APE1, TAMRA/BHQ-2 abasic DNA cleavage fluorescence; 350,000 compounds, 0.35% hits; P27695;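 further: potency means the concentration at half of the fitted maximal effect; plate controls were vehicle for no effect and reference inhibitor for full effect; nearly all actives have a fitted effect of over 55% in size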
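Endonuclease cleavage of a quenched abasic-site DNA duplex (50 nM) by APE1 (0.75 nM) was tracked by TAMRA dequenching. Compounds were preincubated with enzyme 15 min at room temperature; data normalized to buffer-only and DMSO wells plus NSC13755 control.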
POLH inh – inhibitors of human DNA polymerase eta. recombinant Pol eta, fluorescent DNA replication assay. Potency, µM (titrated, usually from 114 µM), for the others: at the top dose activity change, negative = inhibition, actives largely listed as inhibitors. AID 588591. 390,000 compounds, 1.2% hits; further: potency means the concentration at half of the fitted maximal effect; on the % scale 0 is the no-effect control and ±100 the full control effect
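Fluorescent replication assay: 50 nM final substrate added after a 15 min room-temperature compound preincubation with 10 nM enzyme. Signal taken at 0 min and again at 10 min.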
Active calls of the source: *; i = inactive; u = inconclusive; x = not tested or not shown; & = joins results of further samples; [ ] = remark or other dose. Unless noted, the call rests on the fitted dose curve; in most records, active means well fitted curve in the direction sought with a large enough effect; inconclusive means small, poorly fitted or top-dose-only effect, or another doubt; inactive means no such curve, though single readings can be large; an effect the other way counts as inactive or inconclusive.

smiles | PGK inhibitor | APE1 inh | Apoferritin bind | POLH inh | RXFP1 antagonist | POLB inh | BLM helicase inh | POLK inh | POLI inh
CN(C)C1(CNC(=O)C2CCN(S(=O)(=O)c3c(Cl)cccc3Cl)CC2)CCCCC1 | 0% | 8% | x | -21% | -4 | x | x | 1% | 44%[activator]
Cc1ccc(NC(=O)Cn2c(=O)c(CNc3ccccc3)cc3cc4c(cc32)OCCO4)cc1 | -9% | x | 108%[activator] | -6% | -10 | 13% | -8% | 1%[60.1 µM] | 13%
Clc1ccc(N2CCN(Cc3ccc(Br)o3)CC2)cc1 | -4% | 9% | -9% | -8% | -12 | 2% | -2% | -7% | 16%
NC(=O)C1CCN(C(=O)CCNS(=O)(=O)c2cc(Br)cnc2N)CC1 | -2% | 53%[activator] | 2% | -9% | 14 | 6% | -1% | 11% | -7%
O=C(CN1CCSc2ccccc21)N1CCN(c2cccc(Cl)c2)CC1 | 7% | x | 42%[activator] | -14% | x | 9% | -7% | -15%[60.1 µM] | -2%
CC(=O)c1cccc(NC(=O)c2oc(C)nc2C)c1 | -2% | -4% | -9% | -3% | 6 | 25% | 0% | -19% | 12%
Cc1cc(N2CCOCC2)nc(SCC(=O)c2ccc(Cl)cc2)n1 | -7% | 1% | u | -17% | -1 | 3% | 4% | -3% | 26%
Cc1nn(-c2ccccc2)nc1C(=O)Nc1nnc(C(F)(F)F)s1 | -9% | -2% | -7% | -19% | -20 | 4% | -4% | -12% | 16%
CCc1nn2c(=O)c(S(=O)(=O)Nc3ccc(C)c(C)c3)c(C)nc2s1 | i | x | -18% | -10% | -6 | 2% | 0% | -24% | 12%
O=C1c2ccccc2C(=Nc2ccccc2)C1c1cccc(Br)c1 (stereo not given) | i | -2% | -19% | -9% | 25 | 2% | -3% | -3% | -7%[58.9 µM]
CN(NS(=O)(=O)c1ccccc1)c1nc2ccccc2nc1C(F)(F)F | 0% | -9% | u | -4% | 8 | -6% | -5% | -5% | 20%
O=C(Nc1nnc(S(=O)(=O)N2CCCc3ccccc32)s1)c1ccccc1 | -8% | x | -3% | u | -22 | u | -2% | -9% | 23%
CSc1ncccc1C(=O)NCC(=O)Nc1ccc(F)c(F)c1 | 10% | -5% | -9% | u | 2 | 27% | -2% | -12% | 18%
C=CCNC(=O)COC(=O)c1ccccc1C(=O)N(C)C1CCCCC1 | 6% | u | 2% | -1% | 2 | 5% | 3% | -19% | u
O=C(Cn1cc(S(=O)(=O)Cc2ccccc2Cl)c2ccccc21)NCCc1ccccc1 | -9% | x | 3% | 0% | -4 | -11% | -7% | -11% | 10%
COc1ccc(NC2CCCN(C(=O)c3csc(C)n3)C2)cc1 (stereo not given) | -1% | -9% | -3% | -10% | -9 | 32% | -1% | -17% | -2%
CC(C)[C@H](/C=C/C[Si](C)(C)C)[C@H](C)C(O)/C=C/CCCOC(=O)C(C)(C)C (stereo not given in full) | x | 19% | -11% | x | x | x | 2% | -6% | -23%
NC(=NCCc1ccccc1)NS(=O)(=O)c1ccc(F)cc1 | -4% | -9% | -3% | -7% | -1 | 5% | 2% | -8% | 5%
O=C(Nc1ccccc1Br)C1CCC(=O)N1Cc1ccccc1Cl (stereo not given) | 0% | -4% | -10% | -8% | 12 | -1% | -1% | -14% | 7%
COc1ccc(NC(C)=O)cc1C#N | -1% | -2% | -5% | -11% | -4 | 4% | -1% | -3% | 168%[activator]
CCC1CCCCN1CCCNC(=O)CCC(=O)N1CC(C)Oc2ccccc21 (stereo not given) | -11% | 56%[activator] | -11% | -6% | -2 | 0% | 2% | -17% | u
CC(=O)NCCC(=O)Nc1nc(-c2ccccc2Cl)cs1 | 2% | -7% | -3% | -16% | 5 | 17% | 0% | -5% | 42%[activator]
C[C@H]1CN([C@@H](C)CO)C(=O)c2cccc(NC(=O)c3ccc(-c4nccs4)cc3)c2O[C@@H]1CN(C)C(=O)NC1CCCCC1 | -1% | 9% | x | 2% | x | x | x | -3% | 2%
CCOC(=O)c1ccccc1NC(=O)c1cccc2c1C(=O)N(C1CCN(C(=O)OCC)CC1)C2 | -7% | 12% | -11% | -5% | 3 | 27% | 1% | -10% | u
O=C(CSc1nnc(CNC(=O)c2ccccc2)o1)Nc1nccs1 | i | 28% | -5% | -18% | -24 | -1% | 0% | 0% | -21%
O=S(=O)(Nn1cnnc1)c1ccc(F)cc1 | -1% | 2% | 0% | 0% | 13 | -15% | 1% | -4% | -16%
Cc1cc(C)c(NC(=O)CN2C(=O)CCSc3ccc(S(=O)(=O)N4CCCC4)cc32)c(C)c1 | -5% | x | -6% | 1% | 5 | u | -5% | -11%[60.1 µM] | 12%
Cc1noc(C)c1COc1ccc(C(=O)NCC(c2c(F)cccc2Cl)N(C)C)cc1 (stereo not given) | i | 35% | x | -10% | -4 | x | x | -8% | 23%
COc1ccc(-n2nnnc2C2CCN(S(=O)(=O)c3cccc(C(F)(F)F)c3)CC2)cc1 | i | x | -13% | -16% | 8 | 16% | 0% | -20% | 32%[activator]
CN(C)Cc1c(O)ccc2c(=O)c(-c3ccc(Cl)cc3)coc12 | -9% | 8% | -2% | -21% | 1 | -2% | -6% | -13% | 92%[activator]
O=C(Nc1ccc(Cl)cc1)NC1CCCC1Cc1ccco1 (stereo not given) | -5% | -7% | -7% | -2% | 2 | -16% | -14% | -26% | -1%
O=C(Cn1c(=O)oc2ccccc21)Nc1nnc(N2CCCCCC2)s1 | i | -2% | -2% | -22% | x | 2% | -5% | -3% | 22%
CN(C(=O)C1CCCO1)c1nnc(-c2cnccn2)s1 (stereo not given) | 11% | -3% | -14% | 1% | 2 | -2% | 0% | -11% | u
COC(=O)[C@H](Cc1ccccc1)NC(=O)C1CCN(C(=O)[C@H](C)NS(=O)(=O)c2ccc(C)cc2)CC1 | 3% | 9% | -6% | -5% | -31 | 22% | -1% | 7% | 36%[activator]
COc1ccccc1-n1c(COc2ccccc2-c2ccccc2)nnc1SCC(=O)c1c(N)n(C)c(=O)n(C)c1=O | 0% | 2% | u | -11% | -1 | -1% | -4% | -15% | 6%
CCN1CCN(C2CCCCC2NS(=O)(=O)c2ccccc2)CC1 (stereo not given) | 0% | 43% | -4% | -4% | -18 | 67% | 0% | 0% | 2%
CCc1[nH]nc2c1C(C(C)C)C(C#N)=C(N)O2 (stereo not given) | -6% | -6% | -12% | 1% | -2 | -6% | -2% | 4% | 20%
Cc1ccc(NC(=O)Cn2c(=O)n(CCCC(=O)NCc3ccc4c(c3)OCO4)c(=O)c3ccccc32)cc1 | 3% | x | 6% | -5% | x | 9% | -5% | -1% | 7%
Cc1ccccc1CN(c1ccc(C(=O)N2CCc3ccccc3C2)cc1)S(C)(=O)=O | -5% | -6% | -17% | -9% | -21 | -28% | -9% | -11% | -6%
Cc1cc(CNC(=O)[C@H]2C[C@@H]2[C@H](NP(=O)(c2ccccc2)c2ccccc2)c2ccccc2)nn1C | -4% | 15%&-3% | -9%&-1% | -12% | x | -1% | 5%&-3% | 1% | 24%
CCOC(=O)Nc1ccc(S(=O)(=O)Nc2nc(C)cc(C)n2)cc1 | i | -3% | -2% | -14% | -24 | 17% | 0% | -3% | -6%[58.9 µM]
O=C(NCCc1ccc(Cl)cc1)c1cc(S(=O)(=O)N2CCCCC2)c[nH]1 | 11% | -22% | u | -24% | x | -2% | -3% | -7% | 3%
C=CCn1c(N(C)C)nc2c1c(=O)[nH]c(=O)n2C | -8% | 2% | -2% | 0% | x | -2% | -1% | -12% | -8%
COC(=O)CCc1c(C)nn(-c2ccccc2)c1C | 4% | 22% | -4% | 3% | -2 | 1% | -2% | 2% | 25%
O=C(CCl)Nc1ccc(S(=O)(=O)Nc2nccs2)cc1 | -8% | -5% | -9% | -15% | 5 | 14% | -3% | -5% | -5%
CCOC(=O)[C@@H]1[C@H]2COc3cc(OC)ccc3[C@H]2N2C(=O)N(c3ccc(C(F)(F)F)cc3)C(=O)[C@]12C | 3% | -12% | x | -12% | x | x | x | -7% | u
CCN1C(=O)[C@H]2[C@@H](c3ccc(-c4cccc(Cl)c4)c(OC)c3)N[C@@](C)(C(=O)OC)[C@H]2C1=O | -3% | -16% | x | -10% | x | x | x | -4% | u
c1cc2c3c(cccc3c1)NC1(CCCCC1)N2 | x | 0% | u | 2% | -36 | 17% | -12% | -14% | 45%[activator]
O=C(CSc1nnc(-c2ccncc2)o1)Nc1cc(Cl)ccc1C(=O)O | -1% | 14% | x | -9% | 9 | x | x | -10% | u
COCCn1c(SCC(=O)Nc2ncc(C)s2)nc2sc3c(c2c1=O)CCC3 | x | -5% | -9% | x | x | -21% | -9% | x | x
COC(=O)CN1C(c2cccc(Cl)c2)=Nc2ccc(Cl)cc2C1c1ccccc1 (stereo not given) | i | -4% | 1% | -14% | -3 | -18%[57.1 µM] | -7% | -3% | 9%
CC(c1ccc(C(C)(C)C)cc1)S(=O)CC(O)CO (stereo not given) | -5% | 3% | -11% | -17% | 0 | 0% | 1% | -11% | -11%
CC(=O)c1cc2c(cc1NC(=O)c1c(C)nn(-c3ccc(C)cc3)c1-n1cccc1)OCO2 | -3% | x | 0% | 18% | 15 | 17% | -3% | 0% | -13%
CCn1c(NC(=S)Nc2ccccc2)nc2ccccc21 | 1% | 11% | -13% | -10% | 2 | 30% | -4% | -9% | 17%
CC(Sc1ccc(S(=O)(=O)N2CCOCC2)cc1[N+](=O)[O-])C(=O)O (stereo not given) | -4% | 3% | -8% | -12% | -8 | -7% | 6% | 0% | -1%
CCOc1ccc(C2/C(=C(/O)c3ccc(F)cc3)C(=O)C(=O)N2CCCN(C)C)cc1 (stereo not given) | 3% | 23% | -6% | -21% | -1 | 3% | 1% | -18% | 14%

An excerpt, so the mix of outcomes need not match the whole.
